# IkB signaling = IkB pathway inhibition in ABC-DLBCL cells. 110,000 tested, 0.04% active. AID 445. Potency, µM (highest dose often 57.1 µM), for inactives: at the top dose IkBa stabilization activation. ABC-DLBCL IkBa-CBG/CBR dual luciferase ratio, 4 h; response scale: scaled: untreated 0%, proteasome inhibitor 100%; active = well fitted curve in the direction sought with a large enough effect in the signal ratio, not every such curve was filed as active; inconclusive = small, poorly fitted or top-dose-only effect, or a change in a side signal; the % refers to the signal ratio;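 note: the direction sought is a rising ratio; 0% = basal untreated cells and 100% = reference inhibitor full response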
#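 In this assay, an IκBα–CBG68 fusion accumulates when IKK-driven degradation is blocked; native CBR normalizes for cell number. OCI-Ly3 cells were treated 4 h with compound and doxycycline, then green and red light read after Chroma-Glo addition.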
# Imprint erasure = inducers of genomic imprint erasure in mouse ES cells; mouse ES Peg3-LacZ reporter, beta-gal luminescence, 40 h; Potency, µM (titrated, usually from 60.7 µM), for inactives: top-dose activity change, positive = activation, usual class: activators; 110,000 tested, 0.02% active; AID 1948;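 note: 0% = negative control wells on the plate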
#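 Imprint erasure is scored as LacZ activity from the silenced maternal Peg3 allele in feeder-free female ES cells cultured 40 h with LIF. Luminescence is normalized to in-plate negative controls and fitted to the Hill equation.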
# p53ts 32C tox = cytotoxicity in p53ts cells at permissive temperature; AID 924; H1299-p53A138V at 32C, ATP luminescence viability, 24 h; 130,000 tested, 0.93% active; Potency, µM (titrated, usually from 46.1 µM), inactives show at the highest dose activity change, negative = cytotoxicity, hits mostly cytotoxic;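 note: 0% = DMSO and -100% = full killing by reference compound; nearly all actives have a fitted effect of over 55% in size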
#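 H1299-p53 A138V cells (temperature-sensitive p53) exposed 24 h to up to 46 uM compound at 32C, where p53 is wild-type in conformation. Viability read as ATP luminescence and normalised to DMSO and 100 uM tamoxifen. AC50 fitted with the Hill equation.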
# p53ts 39C kill = kills p53ts cells at the nonpermissive temperature | H1299-p53A138V viability at 39C, ATP luminescence, 24 h | 130,000 tested, 1.5% active | AID 902 | Potency, µM (titrated, usually from 46.1 µM), without a hit: at the top dose activity change, negative = cell killing, usual class: cytotoxic; note: nearly all actives have a fitted effect of over 55% in size
# * hit, by the source's call; ? = inconclusive; nt = no result given; [ ] = another dose, or the depositor's remark. Unless noted, calls come from the whole dose curve; as a rule, active = well fitted curve in the direction sought with a large enough effect; inconclusive = small, poorly fitted or top-dose-only effect, or another doubt; inactive = no such curve, though single readings can be large; an effect the other way counts as inactive or inconclusive. Unless noted, % is set by controls: 0 for no effect and ±100 for the full control effect; potency is the fitted concentration of half-maximal effect.
SMILES,IkB signaling,Imprint erasure,p53ts 32C tox,p53ts 39C kill
Cc1ccc(C)n1-c1nnc(N2CCCC(C(=O)NCc3ccc(F)cc3)C2)s1 (stereo unspecified),?,20%[10.9 µM],-5%,-9%
COc1ccccc1C(=O)Nc1ccc(C(=O)OCc2cc(=O)n3c4c(sc3n2)CCCC4)cc1,?,8%[10.9 µM],10%,-13%
CC(=O)N=C1SC2CS(=O)(=O)CC2N1c1c(Cl)cccc1Cl (stereo unspecified),4.1%,3%,5%,1%
Cc1ccc(C)c(S(=O)(=O)NCC(c2ccc(N(C)C)cc2)N2CCOCC2)c1 (stereo unspecified),-0.6%,-3%[10.9 µM],7%,4%
O=C(NCc1ccccc1Cl)c1cc2c(s1)-c1ccccc1SC2,?,2%[10.9 µM],-1%,-7%
CCc1nn(CC(=O)N2CCN(c3ccc(OC)cc3)CC2)c(=O)c2cc3sccc3n12,1.5%,-7%[10.9 µM],-1%,-6%
CN(C)Cc1nsc(N(C)C)n1,-0.5%[11.4 µM],-13%[10.9 µM],3%[9.22 µM],5%[9.22 µM]
C=CCn1c(SCC(=O)NCc2cccs2)nnc1C1CCCCC1,0.8%,-15%,4%,-9%
COc1ccc(-c2c(C)c3ccc(O)c(CN4CCN(CCO)CC4)c3oc2=O)cc1OC,0.0%,-7%[10.9 µM],1%,25%
CC(C)CCNC(=O)C1CCN(C(=O)c2cc3sccc3n2Cc2ccc(Cl)cc2)CC1,?,-12%[10.9 µM],-2%,-24%
Clc1ccccc1-c1nnc(-c2ccccc2CNc2ccc(Br)cc2)o1,-0.6%,9%[10.9 µM],3%,-12%
COC(=O)CSc1ccc2c(N)c(C(=O)OC)sc2c1,?,-73%[inhibitor],-29%,-19%
COc1ccc2nc(N(Cc3cccnc3)C(=O)C3COc4ccccc4O3)sc2c1 (stereo unspecified),3.6%,-8%[10.9 µM],9%,-30%
O=C(c1ccc(N2CCOCC2)nc1)N1CCOCC1,-0.3%,-6%,4%,7%
O=C(c1ccc(Cl)s1)N1CCc2ccccc21,5.8%,-84%[inhibitor],?,?
COc1ccc2cc(S(=O)(=O)c3ccccc3F)c(=O)oc2c1,1.0%,4%[10.9 µM],10%,-15%
CCOc1ccccc1OC(=O)c1ccco1,0.9%,20%,1%,14%
Cc1ccc2oc(-c3cccc(NC(=O)c4cc(-n5cnnc5)ccc4Cl)c3)nc2c1,nt,nt,1%,28%
CCN1CCN(c2cc(C)c3cc(NC(=O)c4cc(Br)ccc4Cl)ccc3n2)CC1,?,-10%[10.9 µM],?,13µM*
O=C1CCCC2=C1C1(CCCC1)N=C(Nc1nc3ccccc3s1)N2,7.5%,-1%,13%,3%
CCOC(=O)Cn1c(=O)c2c(nc3n2CCN3Cc2ccccc2)n(C)c1=O,-0.4%,-7%,2%,1%
Cc1cc(=O)n2[nH]c(NCc3ccc(F)cc3)nc2n1,0.8%,-4%[10.9 µM],-4%,-3%
CCOC(=O)c1c(C)[nH]c(CCC(=O)Nc2ccccc2C(=O)OC)c1C,?,-3%[10.9 µM],13%,-11%
O=C(CCN1C(=O)C2C3C=CC(C3)C2C1=O)N1CCN(c2cccc(Cl)c2)CC1 (stereo unspecified),1.1%,-17%,-2%,-11%
OCCNCc1cc(Br)ccc1OCc1ccc(Cl)cc1Cl,nt,nt,-21%,-29%
COC(=O)CSc1nnc(Cc2cc(=O)[nH]c(=O)[nH]2)n1-c1cccc(OC)c1,2.3%,-7%,1%,7%
O=C(CSc1nc2ccccc2nc1Cc1ccccc1)Nc1ccc2c(c1)OCO2,0.7%,-13%[10.9 µM],-7%,-3%
O=C(Nc1ccc2c(c1)OCCO2)c1cccc(S(=O)(=O)N2CCOCC2)c1,-0.4%,-13%,1%,-10%
O=C(Nc1ccc([N+](=O)[O-])cc1Cl)c1cc(Cl)ccc1O,?,-96%[inhibitor],?,4µM*
CCSc1oc(-c2ccc(F)cc2)nc1S(=O)(=O)c1ccc(C)cc1,1.7%,-12%[10.9 µM],11%,1%
O=C(Cn1c(=O)oc2cc(S(=O)(=O)N3CCc4ccccc43)ccc21)N1CCCCC1,4.4%,-12%,6%,7%
CCc1cccc(NC(=O)CCC(=O)N2CCSc3ccccc32)c1,-2.6%,-13%[10.9 µM],3%,-6%
CCOCCn1c(=O)c2c(nc3n2CCN3c2ccc(C)cc2)n(C)c1=O,-0.3%,8%,4%,7%
COC(=O)c1cc(NCc2cccs2)ccc1N1CCOCC1,-1.1%,-5%,0%,-2%
Cc1cc(C)c(NC(=O)c2cc3sc(Cl)cc3n2C)c(C)c1,-0.3%,8%[10.9 µM],-3%,-8%
O=S(=O)(Nc1nc2ccccc2[nH]1)c1ccccc1,0.0%,-14%,6%,3%
Cc1noc(C)c1CN(C(=S)NC1CC1)c1ccccc1,nt,nt,-12%,-7%
Cc1ccccc1-c1nnc(SCC(=O)Nc2ccc3c(c2)OCCO3)n1N,1.5%,-6%,7%,-1%
COc1ccc(OC)c(N(CC(=O)O)S(=O)(=O)c2ccc(OC)c(OC)c2)c1,nt,nt,0%,-1%
Cc1ccc(N=Nc2c(O)c3ccccc3[nH]c2=O)c(S(=O)(=O)N(C)C)c1,-0.1%[11.4 µM],-8%[10.9 µM],-6%[9.22 µM],-2%[9.22 µM]

# Brought forward from above: 2 entries, followed by the next part.
SMILES,IkB signaling,Imprint erasure,p53ts 32C tox,p53ts 39C kill
COc1ccc(OC)c(N(CC(=O)O)S(=O)(=O)c2ccc(OC)c(OC)c2)c1,nt,nt,0%,-1%
Cc1ccc(N=Nc2c(O)c3ccccc3[nH]c2=O)c(S(=O)(=O)N(C)C)c1,-0.1%[11.4 µM],-8%[10.9 µM],-6%[9.22 µM],-2%[9.22 µM]
O=C(CN1C(=O)c2cccc3cccc1c23)Nc1cccc(F)c1,3.1%,8%[10.9 µM],6%,24%
CCOc1ccc(OCC)c(NC(=O)CSc2nc3cccnc3n2C)c1,?,-1%,6%,-3%
Cc1cc(NC(=O)CSc2nnc(CNc3ccc(F)cc3)n2C2CCCCC2)no1,0.9%,-6%,-1%,-2%
Cc1noc(NS(=O)(=O)c2ccc(NC(=O)c3ccoc3C)cc2)c1C,0.1%,-72%[inhibitor],0%,9%
O=C(NC(=O)c1cccc(F)c1)OC[C@@H]1CCCN2CCCC[C@H]12,0.4%,-8%,0%,-4%
O=C1OCCC1N1C(=O)c2ccccc2S1(=O)=O (stereo unspecified),0.3%,4%,0%,9%
CCCc1nnc(SCC(=O)N2CCOCC2)n1C,nt,nt,2%,20%
COc1ccc(N2C(=O)CSC2c2cccc(F)c2)c(OC)c1 (stereo unspecified),-1.6%,-13%,10%,-2%
O=C(Nc1ccc(Cl)c(Cl)c1)N1CCC(c2ccccc2)C1 (stereo unspecified),?,-14%[10.9 µM],?,?
O=C(COC(=O)c1cn(-c2ccccc2)nc1-c1cccs1)NC1CC1,0.0%,0%,-2%,-13%
O=C(NCc1ccccc1)C1CCN(S(=O)(=O)c2ccc3c(c2)CCCN3C(=O)C2CCC2)CC1,-1.7%,-5%[10.9 µM],14%,-12%
CCn1c(SCC(N)=O)nc2c1c(=O)n(C)c(=O)n2C,-0.6%,-4%,7%,9%
O=C(NCCN1C(=O)C2C3C=CC(C3)C2C1=O)Nc1ccc(Br)cc1 (stereo unspecified),0.1%,-6%,-20%,-20%
CCC(=O)Nc1c(C#N)c2nc3ccccc3nc2n1-c1ccccc1C,-3.4%,-10%,6%,-1%
CC1CCc2nn(CC(=O)NCCN3CCOCC3)cc2C1 (stereo unspecified),-1.5%,-3%,1%,-1%
Cc1cccc(NC(=O)c2cccnc2)c1,5.5%,-35%[inhibitor],4%,-4%
COc1ccc2[nH]cc(CCN=C3SCC(=O)N3C)c2c1,-0.8%,-23%,-12%,-15%
COc1ccc(Nc2ccc(S(=O)(=O)N3CCCCC3)cc2[N+](=O)[O-])cc1,nt,nt,3%,-11%
COc1ccc(C2/C(=C(/O)c3ccccc3)C(=O)C(=O)N2CCO)cc1 (stereo unspecified),nt,nt,-16%,-4%
CCn1c(SCC(=O)Nc2ccc3c(c2)OCO3)nc2ccccc21,nt,nt,-19%,-7%
CC1=CC(=C2C(=O)c3ccccc3C2=O)C=C(C)N1C,3.1%,-52%[inhibitor],-30%,?
COc1ccc(NC(=O)CC2C(=O)N(c3ccccc3)C(=O)N2Cc2cccnc2)cc1 (stereo unspecified),1.2%,15%[10.9 µM],-7%,35%[activator]
CCN(CCNC(=O)CS(=O)(=O)Cc1nc(-c2cccc(OC)c2)oc1C)c1ccccc1,?,-14%,14%,1%
C#CC(C)(C)NC(=O)CSc1nc2c(c(=O)n(C)c(=O)n2C)n1CCCC,2.3%,-4%,-4%,11%
CC(C)N(C(=O)NC(=O)NCC1CCCO1)S(C)(=O)=O (stereo unspecified),0.3%,9%,-1%,-8%
COc1ccc(OCCCC(=O)Nc2nnc(C3CCCO3)s2)cc1 (stereo unspecified),-0.3%,nt,-1%,12%
CC(=O)c1ccc(NC(=O)CSc2nc(-c3cccc(F)c3)nc3c2c(=O)n(C)c(=O)n3C)cc1,0.0%,-4%[10.9 µM],19%,7%
CNC(=O)CN1C(=O)COc2ccc(S(=O)(=O)N3CCCCCC3)cc21,2.4%,-13%[10.9 µM],-7%,9%
CN1C(CC(=O)c2ccccc2)CCCC1CC(O)c1ccccc1 (stereo unspecified),nt,-27%,-19%,4%
COc1cccc(C(c2nnnn2Cc2ccccc2)N2CCN(C(=O)c3ccco3)CC2)c1OC (stereo unspecified),2.2%,8%,-9%,8%
Cc1ccnc(NC(=O)CN(C)S(=O)(=O)c2cccc3nsnc23)c1,-0.2%,-17%,-15%,6%
CCCCCSc1nnc(-c2ccc(Br)cc2)o1,-1.1%,-2%[10.9 µM],-3%,29%
COc1ccc(-c2cnn(-c3ccccc3)c2N)cc1OC,?,-12%,18%,13%
CCOc1ccc(OCc2ccc(C(=O)Nc3cc(OC)c(OC)c(OC)c3)o2)cc1,0.3%,15%[10.9 µM],-5%,-4%
O=C(NCCC(=O)N1CCNC1=O)OCc1ccccc1,-0.1%,-6%,2%,-4%
CCCCn1nnnc1NCc1cc(OC)c(OC)cc1OC,-3.3%,-4%,-2%,13%
COc1cccc(OCc2nc3ccccc3c(=O)n2N)c1,-1.0%,-50%[inhibitor],1%,-1%
CCOc1ccc(CCNC(=O)c2cnc3sc(N4CCCCCC4)nn3c2=O)cc1,-1.2%,-3%[10.9 µM],-7%,-21%
N#C/C(=C\c1ccc(O)c(O)c1)C(=O)NCCCCc1ccccc1,?,-22%,-28%,-14%
COc1cccc(-c2nccc(NCc3ccc(OC)cc3OC)n2)c1,7.6%[11.4 µM],-25%,8%,-4%

# Not a retest: an excerpt of the list.
SMILES,IkB signaling,Imprint erasure,p53ts 32C tox,p53ts 39C kill
CC1=CC(=C2C(=O)c3ccccc3C2=O)C=C(C)N1C,3.1%,-52%[inhibitor],-30%,?
COc1ccc(NC(=O)CC2C(=O)N(c3ccccc3)C(=O)N2Cc2cccnc2)cc1 (stereo unspecified),1.2%,15%[10.9 µM],-7%,35%[activator]
CCN(CCNC(=O)CS(=O)(=O)Cc1nc(-c2cccc(OC)c2)oc1C)c1ccccc1,?,-14%,14%,1%
C#CC(C)(C)NC(=O)CSc1nc2c(c(=O)n(C)c(=O)n2C)n1CCCC,2.3%,-4%,-4%,11%
CC(C)N(C(=O)NC(=O)NCC1CCCO1)S(C)(=O)=O (stereo unspecified),0.3%,9%,-1%,-8%

# New compounds follow
SMILES,IkB signaling,Imprint erasure,p53ts 32C tox,p53ts 39C kill
Cc1ccc(NC(=O)C2CCCN(S(=O)(=O)c3cccc4cccnc34)C2)cc1 (stereo unspecified),?,3%[10.9 µM],-10%,-16%
COc1ccccc1NC(=O)Cn1c(=O)n(Cc2cccs2)c(=O)c2cccnc21,?,12%[10.9 µM],-3%,-12%
CCc1ccc(NC(=O)Cn2c(=O)n(CCCCC(=O)NCc3ccccc3Cl)c(=O)c3ccccc32)cc1,?,9%[10.9 µM],-23%,-5%
CC(=O)Cc1nsc(NC(=O)c2c(-c3ccccc3Cl)noc2C)n1,0.4%,-2%,7%,-1%
COc1ccc(NC(=S)Nc2ccccc2)cc1,11%[11.4 µM],-5%[10.9 µM],-2%[9.22 µM],4%[9.22 µM]
COc1ccc(-n2c(-c3ccco3)nc3c(cnn3-c3ccccc3Cl)c2=O)cc1,?,4%[10.9 µM],15%,8%

# Screens: PubChem, National Center for Advancing Translational Sciences (NCATS)
